Yfh1-off respiration: enhancers of respiration in Yfh1-depleted yeast, dose response, Friedreich's ataxia, plus single-dose screen (AID 1465); S. cerevisiae Yfh1-off respiration, WST-1 reduction, 72 h; higher fold induction means a stronger effect; fold induction at 50 µM, or EC50 in µM where a hit was titrated; 220,000 compounds, 0.074% hits;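 active = fold induction of absorbance versus untreated yeast above a set limit, then at least 30% activation at any dose in follow-up; inconclusive = repeats straddling the limit, or above it without dose testing; inactive = fold induction below the set limit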;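 also: activators that raise dye reduction in frataxin-depleted yeast; strong numbers were not always called active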
KOR beta-arrestin-1: KOR antagonists, beta-arrestin recruitment, cell-based, luminescence, uHTS (AID 1778) | Kappa-type opioid receptor (Homo sapiens) | KOR beta-arrestin recruitment, luminescence, antagonist mode; higher % means a stronger effect | inhibition, % at 10 µM, or IC50 in µM where a hit was titrated | 290,000 compounds, 0.091% hits; also: strong numbers were not always called active
AID2073: inhibitors of Mint1-CaV2.2 protein interaction, biochemical, HTRF (AID 2073); Voltage-dependent N-type calcium channel subunit alpha-1B (Homo sapiens); HTRF protein-protein interaction, Mint1-CaV2.2; higher % means a stronger effect; one-dose inhibition, % at 20 µM; IC50 in µM for titrated hits; 290,000 compounds, 0.19% hits; in the data active = inhibition mostly above about 51%, no sharp cut-off; inconclusive = no clear call, values can overlap the other calls; inactive = mostly below about 53%; also: some results filed as inactive read as strong as hits
KOR beta-arrestin-2: KOR agonists, beta-arrestin recruitment, primary screen, cell-based, luminescence, uHTS (AID 1777). KOR beta-arrestin recruitment, luminescence; higher % means a stronger effect. activation, % at 10 µM, or EC50 in µM where a hit was titrated. Kappa-type opioid receptor (Homo sapiens). 280,000 compounds, 0.02% hits; in the data active = activation above about 50%, passing the limit was not always enough; also: a part of the inactive calls stands beside numbers as strong as those of hits
NS5 inhibitors: Dengue-2 NS5 methyltransferase inhibitors, primary screen, biochemical, confirmation dose response (AID 588689); 340,000 compounds, 0.3% hits; inhibition, % at 25 µM, or IC50 in µM where a hit was titrated; Dengue-2 NS5 methyltransferase capping enzyme assay, biochemical; higher % means a stronger effect; Genome polyprotein (Dengue virus type 2 (strain 16681-PDK53)); in the data active = a potency from the dose series; inconclusive = inhibition above about 29% without an active follow-up result
HIV peptide binding: inhibitors of HIV fusion peptide binding, primary screen, biochemical, uHTS, fluorescence dequenching (AID 1986). inhibition, % at 20 µM, or IC50 in µM where a hit was titrated. cell-free peptide binding, fluorescence dequenching, 30 min; higher % means a stronger effect. 290,000 compounds, 0.3% hits; in the data active = inhibition mostly above about 52%, no sharp cut-off; inactive = mostly below about 76%; also: some results filed as inactive read as strong as hits
West Nile antiviral: West Nile virus antiviral activity, cell-based, CPE readout (AID 1621). West Nile virus-infected cells, CPE inhibition; higher % means a stronger effect. CPE inhibition, % at 10 µM, or IC50 in µM where a hit was titrated. 290,000 compounds, 0.02% hits; in the data active = a potency from the dose series; inconclusive = CPE inhibition mostly from about 3.7% at the one dose, without a potency; inactive = the rest, 99 in 100 with CPE inhibition below about 2.2%; also: strong numbers were not always called active
NOD1 inhibition: NOD1 signaling inhibitors, primary screen, cell-based, luminescence, uHTS (AID 1578); NOD1-driven NF-kB luciferase reporter cells, luminescence; higher % means a stronger effect; one-dose inhibition, % at 4 µM; EC50 in µM for titrated hits; 290,000 compounds, 1% hits; in the data active = inhibition mostly above about 36%, no sharp cut-off; inactive = mostly below about 34%;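 also: HEK-293T reporter cells stimulated with the NOD1 agonist gamma-tri-DAP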
HEK293 NOD2/NF-kB: NOD2 signaling inhibitors, cell-based, luminescence, uHTS, HEK293 (AID 1566) | 290,000 compounds, 0.63% hits | inhibition, % at 4 µM; hits with a dose series show EC50 in µM | HEK293 NOD2/NF-kB luciferase reporter, luminescence; higher % means a stronger effect; also: many of its hits are not listed in these tables
NS5 inhibitors pilot replicate: second read-out of NS5 inhibitors, no call of its own (marks repeat the call); inhibition, %; measured here: pilot screen replicate inhibition
* hit, by the source's call; i = inactive; ? = inconclusive; . = not tested or not shown; [ ] = another dose, or the depositor's remark. Rule as the data show it, unless noted: active = inhibition above about 50%; inactive = the rest. The list is partial; count on the stated rates, not on these rows.

SMILES	Yfh1-off respiration	KOR beta-arrestin-1	AID2073	KOR beta-arrestin-2	NS5 inhibitors	HIV peptide binding	West Nile antiviral	NOD1 inhibition	HEK293 NOD2/NF-kB	others
N#Cc1c(/N=C/c2c(O)n(Cc3ccco3)c(=O)[nH]c2=O)sc2c1CCCC2	i	-41.0%	4.1%	3.6%	-49.7%	89.6%	-0.5%	3.1%	3.7%
O=c1c2ccccc2[nH]c(=S)n1-c1ccc2c(c1)OCO2	.	4.7%	-33.4%	1.9%	-2.5%	2.8%	.	-12.5%	5.0%	NS5 inhibitors pilot replicate=-3.0
Cc1onc(-c2ccccc2)c1C(=O)N1CCC2(CC1)OCCO2	i	13.5%	-6.1%	-4.7%	-6.5%	0.6%	0.0%	-1.7%	-5.2%
CC(C)(C)OC(=O)c1c(N)n(Cc2ccco2)c2nc3ccccc3nc12	i	20.8%	56.5%	-8.9%	-15.1%	-0.6%	0.5%	-25.3%	-5.6%
O=C(N/N=C/c1c(O)n(Cc2ccco2)c(=O)[nH]c1=O)c1ccccc1O	i	22.8%	9.6%	4.7%	-28.6%	42.5%	0.3%	-10.6%	-19.6%
COc1ccc(OC)c2c1CCC1NCCOC21 (stereo unspecified)	i	-11.0%	-8.3%	-3.7%	-5.1%	14.7%	-0.7%	2.7%	18.9%
Cc1ccc(C(=O)n2cc(CCN3CCS(=O)(=O)CC3)c3ccccc32)cc1	i	-13.7%	-3.5%	0.2%	1.4%	-2.8%	-0.9%	4.0%	21.2%	NS5 inhibitors pilot replicate=3.0
CN1C(=O)/C(=C/C=C/c2ccco2)C(=O)NC1=S	i	9.0%	?	6.0%	-19.3%	46.7%	-0.3%	-4.7%	7.3%
COC(=O)c1ccc(CN2CCSC2=N)cc1	.	-2.6%	5.5%	0.2%	6.2%	1.3%	0.5%	2.4%	8.9%
Cc1cc(Cl)ccc1OCC(=O)N1CCN(C)CC1	i	-0.6%	3.8%	-3.8%	-0.5%	-3.0%	-0.2%	-4.7%	2.6%
CCOc1cc2[nH]c(=S)n(CCCC(=O)N3CCC4(CC3)OCCO4)c(=O)c2cc1OCC	i	-34.3%	-59.3%	0.1%	-0.8%	-1.4%	0.3%	8.5%	12.9%
CCN(CC)c1ccc(N=Cc2c(O)n(-c3ccc(OC)cc3)c(=O)[nH]c2=O)cc1	i	-39.8%	10.0%	4.8%	?	-0.5%	0.8%	-9.3%	20.6%
Cc1cc(NC(=O)c2ccc(C)s2)n(-c2nc3ccccc3[nH]2)n1	i	-12.7%	4.1%	-7.2%	0.0%	-2.2%	-0.1%	4.06µM*	.
Cc1cccc(-n2c(C)nc3cc(C(=O)N4CCC5(CC4)OCCO5)ccc32)c1	i	-40.3%	5.0%	3.9%	4.0%	10.5%	1.5%	-14.5%	8.7%
CC1(C)CC(=O)c2cc(OCC(=O)N3CCN(Cc4ccccc4)CC3)ccc2O1	i	21.3%	20.7%	-0.3%	-6.7%	-1.3%	-0.1%	-24.2%	17.2%
CCN(CC)P(=O)(NC(=O)c1cccn1C)N(CC)CC	i	-2.0%	2.4%	7.3%	-13.3%	1.3%	-0.6%	-34.4%	-0.9%
COc1ccc2c(c1)c(C(=O)CN1CCN(C)CC1)c(C)n2Cc1ccccc1	i	-31.7%	-4.6%	1.9%	.	-2.1%	-0.1%	6.4%	5.3%
CCOc1ccc(N=Cc2c(O)n(C(C)(C)C)c(=O)[nH]c2=O)cc1	i	-34.3%	1.5%	2.7%	-3.4%	-1.5%	1.0%	-1.0%	8.0%	NS5 inhibitors pilot replicate=-2.1
Cc1cc(Cl)ccc1OC(C)C(=O)O (stereo unspecified)	i	25.6%	-1.4%	-2.7%	-3.0%	0.1%	0.1%	-11.2%	-3.9%
N=Cc1c(O)n(-c2ccc(C34CC5CC(CC(C5)C3)C4)cc2)c(=O)[nH]c1=O	i	-25.2%	7.6%	0.8%	-4.5%	4.8%	0.2%	14.5%	22.6%
CN1CCN(c2ccc([N+](=O)[O-])c(SCCO)c2)CC1	i	-27.4%[20 µM]	-39.5%	.	-9.0%	-0.1%	0.5%	-10.2%	12.9%
Cc1cccc(N2C(=O)NC(=O)/C(=C\c3cnn(-c4ccccc4)c3)C2=O)c1	i	13.3%	25.4%	2.7%	14.5%	2.6%	0.4%	39.0%	-7.2%
O=c1[nH]c(N2CCN(Cc3ccc4c(c3)OCO4)CC2)nc2c1CCC2	i	25.2%	0.4%	2.4%	-1.4%	-1.2%	0.0%	-8.7%	5.9%
C=C1C(O)(c2ccccc2)C2CC[N+]1(C)CC2 (stereo unspecified)	i	-1.0%	-17.0%	0.0%	-2.8%	-4.7%	-0.1%	-2.6%	14.9%
COC(=O)C1=CCCN(C)C1	i	-5.7%	-8.5%	-3.1%	-8.2%	-0.9%	-0.1%	-34.4%	25.3%
Nc1cc(C(=O)Nc2ccc(Cl)cc2)ccc1N1CC2CC(C1)c1cccc(=O)n1C2 (stereo unspecified)	.	-12.4%	-3.3%	2.8%	0.0%	-0.4%	0.1%	-9.4%	9.3%
CCOC(=O)c1c(NS(=O)(=O)c2ccccc2)n(CCCOC)c2nc3ccccc3nc12	i	-30.9%	2.1%	7.3%	0.7%	1.4%	1.1%	-26.6%	17.0%

7 entries picked at random from those above:
SMILES	Yfh1-off respiration	KOR beta-arrestin-1	AID2073	KOR beta-arrestin-2	NS5 inhibitors	HIV peptide binding	West Nile antiviral	NOD1 inhibition	HEK293 NOD2/NF-kB	others
CN1CCN(c2ccc([N+](=O)[O-])c(SCCO)c2)CC1	i	-27.4%[20 µM]	-39.5%	.	-9.0%	-0.1%	0.5%	-10.2%	12.9%
Cc1cccc(N2C(=O)NC(=O)/C(=C\c3cnn(-c4ccccc4)c3)C2=O)c1	i	13.3%	25.4%	2.7%	14.5%	2.6%	0.4%	39.0%	-7.2%
COC(=O)C1=CCCN(C)C1	i	-5.7%	-8.5%	-3.1%	-8.2%	-0.9%	-0.1%	-34.4%	25.3%
O=c1[nH]c(N2CCN(Cc3ccc4c(c3)OCO4)CC2)nc2c1CCC2	i	25.2%	0.4%	2.4%	-1.4%	-1.2%	0.0%	-8.7%	5.9%
Nc1cc(C(=O)Nc2ccc(Cl)cc2)ccc1N1CC2CC(C1)c1cccc(=O)n1C2 (stereo unspecified)	.	-12.4%	-3.3%	2.8%	0.0%	-0.4%	0.1%	-9.4%	9.3%
C=C1C(O)(c2ccccc2)C2CC[N+]1(C)CC2 (stereo unspecified)	i	-1.0%	-17.0%	0.0%	-2.8%	-4.7%	-0.1%	-2.6%	14.9%
CCOC(=O)c1c(NS(=O)(=O)c2ccccc2)n(CCCOC)c2nc3ccccc3nc12	i	-30.9%	2.1%	7.3%	0.7%	1.4%	1.1%	-26.6%	17.0%

Assay outcomes from PubChem BioAssay.
